# hIAP block: human IAP inhibitors, primary screen, biochemical, luminescence, uHTS; Intestinal-type alkaline phosphatase (Homo sapiens), P09923; purified IAP, CDP-Star luminescence, 30 min; inhibition, % at 10 µM; 330,000 compounds, 0.12% hits; AID 2544, 2010;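 active = inhibition reaching a set limit with compound at 10 µM in the primary screen, cut at about 35% in these data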;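 note: plate controls were DMSO wells with enzyme for no effect and no-enzyme buffer wells for full effect; values of inactives mirror those of a sister screen read the other way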
# Target sequence (P09923 whole entry, looked up): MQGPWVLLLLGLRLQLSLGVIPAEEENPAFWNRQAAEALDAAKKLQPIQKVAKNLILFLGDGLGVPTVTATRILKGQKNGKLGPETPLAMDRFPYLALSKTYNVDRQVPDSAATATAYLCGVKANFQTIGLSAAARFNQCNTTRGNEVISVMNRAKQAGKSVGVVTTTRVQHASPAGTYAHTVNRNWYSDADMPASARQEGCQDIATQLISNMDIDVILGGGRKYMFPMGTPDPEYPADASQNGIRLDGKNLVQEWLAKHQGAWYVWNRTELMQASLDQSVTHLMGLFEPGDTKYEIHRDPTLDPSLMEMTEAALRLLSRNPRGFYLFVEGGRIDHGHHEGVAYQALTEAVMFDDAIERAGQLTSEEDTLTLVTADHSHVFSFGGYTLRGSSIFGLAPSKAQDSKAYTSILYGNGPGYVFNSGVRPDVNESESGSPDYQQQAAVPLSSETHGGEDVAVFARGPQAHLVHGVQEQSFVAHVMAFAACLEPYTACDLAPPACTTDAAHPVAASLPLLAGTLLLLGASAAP
# mIAP block: inhibitors of mouse IAP, primary screen, biochemical, luminescence, uHTS | intestinal alkaline phosphatase [Mus musculus] | purified mouse IAP, CDP-Star luminescence, 30 min | inhibition, % at 10 µM | 330,000 compounds, 0.2% hits;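 active = inhibition of at least 40% at 10 µM in the primary screen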;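 note: plate controls were DMSO with enzyme for no effect and no enzyme wells for full effect; values of inactives mirror those of a sister screen read the other way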
# mIAP activ: activators of mouse IAP, primary screen, biochemical, luminescence, uHTS | muIAP, CDP-Star luminescence, 30 min; active compounds read high; 1 = vehicle-only enzyme signal, 0 = enzyme-free wells | activation factor at 10 µM | AID 2805, 2010 | 330,000 compounds, 0.24% hits | intestinal alkaline phosphatase [Mus musculus];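 active = activation factor of at least 2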; note: the source names both 10 and 20 µM as test concentration; values of inactives mirror those of a sister screen read the other way
#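 Assay system: mouse IAP enzyme; reagent: chemiluminescent substrate CDP-Star; dosing: test compounds delivered from DMSO solution; schedule: 30 min at room temperature; measured by: luminescence from enzymatic CDP-Star hydrolysis; controls: DMSO-only wells and no-enzyme negative control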
# beta cell repl: inducers of MIN6 beta-cell proliferation, primary screen, ATP luminescence, uHTS | MIN6 cells proliferation, ATPlite luminescence, 48 h; cells starved in 0.2% serum; 100% = growth in 10% serum | proliferation, % at 10 µM | 330,000 compounds, 0.29% hits;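 active = compounds whose signal lies at least 3.5 SD above the mean of all wells on their plate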;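 note: 0% = DMSO-treated cells in low-serum medium and 100% = 10% serum control; some compounds called inactive have numbers as strong as hits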
# SENP1 inh: human SENP1 catalytic domain inhibitors, primary screen, biochemical, FRET, uHTS | Sentrin-specific protease 1 (Homo sapiens), Q9P0U3 | recombinant SENP1 catalytic domain, CyPet-SUMO1-YPet FRET cleavage | inhibition, % at 10 µM | 360,000 compounds, 0.21% hits;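 active = inhibition at least 30% at 10 µM, raw YFP signal under a set limit, fluorescence ratio 0.5 to 1.5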;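 note: 0% = enzyme with DMSO and 100% = no enzyme wells; some results filed as inactive read as strong as hits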
#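 Controls: no-enzyme wells low, DMSO-plus-enzyme wells high control. Test system: human recombinant His6-tagged SENP1 catalytic domain enzyme. Reagent: SFCypet-SUMO1-SFYpet FRET protein substrate, 25 nM final. Doses: one dose per compound, 10 µM, 0.5% DMSO. Detection: FRET, CFP and YFP emission. Timing: 50 min reaction at room temperature.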
# hIAP activ: human IAP activators, primary screen, biochemical, luminescence, uHTS | Intestinal-type alkaline phosphatase (Homo sapiens), P09923 | purified human IAP, CDP-Star luminescence, 30 min; active compounds read high; 1 = vehicle-only enzyme, 0 = enzyme-free background | activation factor at 10 µM | 330,000 compounds, 0.16% hits;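 active = activation factor of the enzyme at least 2-fold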; note: the source names both 10 and 20 µM as test concentration; values of inactives mirror those of a sister screen read the other way
# NALP3 yeast inh: NALP3 inflammasome inhibitors in reconstituted yeast, primary screen, luminescence, uHTS | inhibition, % at 10 µM | 330,000 compounds, 0.39% hits | Yeast reconstituted NLRP3/ASC/caspase-1, beta-gal luminescence, 24 h;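 active = inhibition of 50% or more; inactive = inhibition below 50%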;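 note: plate controls were induced DMSO wells for no effect and uninduced yeast grown without galactose for full effect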
# APOBEC3A inh: APOBEC3A ssDNA deaminase inhibitors, primary screen, selectivity assay for APOBEC3G inhibitor project, biochemical, FAM/TAMRA oligo cleavage fluorescence; recombinant A3A, FAM/TAMRA ssDNA deamination fluorescence; inhibition, % at 20 µM; 330,000 compounds, 0.41% hits;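 active = at least 40% inhibition at 20 µM here, with at most 30% in a related deaminase screen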;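 note: plate controls were A3A with DMSO for no effect and wells lacking A3A enzyme for full effect; some results filed as inactive read as strong as hits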
# Target sequence (P31941 whole entry, looked up): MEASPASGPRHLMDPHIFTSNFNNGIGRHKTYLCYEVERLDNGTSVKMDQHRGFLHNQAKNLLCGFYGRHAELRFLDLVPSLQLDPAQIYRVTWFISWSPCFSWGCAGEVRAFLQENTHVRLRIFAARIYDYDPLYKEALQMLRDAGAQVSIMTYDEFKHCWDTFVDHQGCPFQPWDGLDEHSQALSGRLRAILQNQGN
# A3G deaminase: APOBEC3G DNA deaminase inhibitors, primary screen, biochemical, fluorescence, single-stranded DNA substrate, uHTS; DNA dC->dU-editing enzyme APOBEC-3G (Homo sapiens), Q9HC16; recombinant A3G, ssDNA deamination FAM/TAMRA fluorescence; inhibition, % at 20 µM; 330,000 compounds, 0.28% hits; AID 493012, 2011;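 active = inhibition of at least 40% at 20 µM, with no more than 30% in the related APOBEC3A deaminase screen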;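 note: plate controls were DMSO wells with A3G for no effect and wells lacking A3G enzyme for full effect; some compounds called inactive have numbers as strong as hits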
# Target sequence (Q9HC16 whole entry, looked up): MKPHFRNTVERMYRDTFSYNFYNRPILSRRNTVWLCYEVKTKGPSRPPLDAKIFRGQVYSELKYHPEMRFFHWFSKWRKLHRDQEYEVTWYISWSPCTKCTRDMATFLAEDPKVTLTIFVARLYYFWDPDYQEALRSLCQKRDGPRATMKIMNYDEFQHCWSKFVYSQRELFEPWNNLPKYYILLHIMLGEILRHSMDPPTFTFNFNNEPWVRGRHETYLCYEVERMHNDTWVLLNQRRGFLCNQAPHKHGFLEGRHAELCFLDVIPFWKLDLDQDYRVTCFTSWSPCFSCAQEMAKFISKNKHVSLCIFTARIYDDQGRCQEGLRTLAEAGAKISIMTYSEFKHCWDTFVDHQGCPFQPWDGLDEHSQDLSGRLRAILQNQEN
# * hit, by the source's call; . = not tested or not shown. Only part of the results is shown; rates above refer to the full screens.
# Start of the data: the first 3 records as a preview:
SMILES,hIAP block,mIAP block,mIAP activ,beta cell repl,SENP1 inh,hIAP activ,NALP3 yeast inh,APOBEC3A inh,A3G deaminase
CC(=O)c1c(C)oc2ccc(N(C(=O)C3CCCCC3)S(=O)(=O)c3cc([N+](=O)[O-])ccc3C)cc12,5,14,0.86,-5,1,0.95,15,4,0
CC1Oc2ccccc2N(CC(=O)c2ccccc2)C1=O (stereo not given),4,-7,1.1,2,1,0.96,-4,-5,-7
N#CC1=C(N)Oc2n[nH]c(-c3cccs3)c2C1C1CCCCC1 (stereo not given),-3,2,0.98,-2,0,1,-2,1,-5

# The whole of this part, previewed entries included:
SMILES,hIAP block,mIAP block,mIAP activ,beta cell repl,SENP1 inh,hIAP activ,NALP3 yeast inh,APOBEC3A inh,A3G deaminase
CC(=O)c1c(C)oc2ccc(N(C(=O)C3CCCCC3)S(=O)(=O)c3cc([N+](=O)[O-])ccc3C)cc12,5,14,0.86,-5,1,0.95,15,4,0
CC1Oc2ccccc2N(CC(=O)c2ccccc2)C1=O (stereo not given),4,-7,1.1,2,1,0.96,-4,-5,-7
N#CC1=C(N)Oc2n[nH]c(-c3cccs3)c2C1C1CCCCC1 (stereo not given),-3,2,0.98,-2,0,1,-2,1,-5
O=C1[C@@H]2C(c3cccnc3)=NO[C@@H]2C(=O)N1c1ccc2ccccc2c1,9,2,0.98,3,-5,0.91,16,1,-1
COc1ccc(S(=O)(=O)N(C)CC(=O)N2CCOCC2)cc1Cl,-4,0,1,-3,2,1,15,0,-1
Cc1cc(C)n2nc(SCc3nc4ccccc4[nH]3)nc2n1,-9,0,1,3,-1,1.1,2,7,-1
C=CCSc1nnc(-c2cccc3ccccc23)o1,-58,-1,1,4,1,1.6,1,-3,-7
N#C/C(=C(/O)c1ccc([N+](=O)[O-])s1)c1nc2ccccc2[nH]1,20,23,0.77,-6,9,0.8,11,-3,-5
CCOC(=O)NNc1cc(C(F)(F)F)ccn1,-8,-4,1,-4,1,1.1,-1,2,-1
COc1cc(CO)c(Br)cc1OCC(N)=O,-32,0,1,1,0,1.3,9,-4,-8
COc1cc(/C=N/n2c(-c3cc(C)[nH]n3)n[nH]c2=S)cc(OC)c1O,-2,3,0.97,-1,-16,1,-2,-1,38
O=C(CCc1ccccc1)Nc1cc2c3c(c1)CCC(=O)N3CCC2,-3,2,0.98,4,2,1,10,-2,-5
COCc1cc(C(C)=O)ccc1OC,14,-1,1,3,2,0.86,4,3,-4
CCOc1ccc(Br)cc1S(=O)(=O)Nc1cccnc1,22,-2,1,-1,-1,0.78,-4,-6,-9
O=C(CCN1C(=O)c2ccccc2C1=O)Nn1cnnc1,7,4,0.96,-1,1,0.93,9,-2,-2
COc1cc(OC)c(C(=O)NC2CC(C)(C)NC(C)(C)C2)cc1OC,8,-15,1.1,0,0,0.93,14,2,1
CCCNS(=O)(=O)c1ccc(CCC(=O)Nc2ccc3c(c2)OCCO3)cc1,-10,-4,1,0,0,1.1,6,2,1
COc1cccc(COC(=O)c2ccc(S(=O)(=O)N3CCC(C)CC3)cc2)c1OC,15,7,0.93,-1,-2,0.85,16,8,-2
O=C(Cn1c(=O)cnc2ccccc21)N1CCN(S(=O)(=O)c2cccc([N+](=O)[O-])c2)CC1,-5,-8,1.1,2,0,1.1,11,1,-6
O=C(NNC(=O)c1ccccc1F)c1ccc(S(=O)(=O)N2CCCCC2)cc1,-12,4,0.96,-1,-2,1.1,28,2,1
Cc1nn(-c2ccccc2)nc1C(=O)c1c(C)[nH]n(-c2ccccc2)c1=O,-3,10,0.9,-3,4,1,11,-1,-9
CSc1cc(-c2ccccc2)n(Cc2ccc(Cl)cc2Cl)c(=O)c1C#N,-18,7,0.93,-2,2,1.2,16,-2,-6
CC1CCCC(C)N1C(=O)CSc1nnc(NC(=O)Cc2cccs2)s1 (stereo not given),-2,1,0.99,-2,-5,1,4,1,-1
CC(=O)Oc1ccccc1C(=O)Nc1ccccc1C(=O)N1CCCCC1,29,-2,1,-3,2,0.71,-2,-4,1
Cn1c(=O)cc(SCC(=O)NCC2CCCO2)c2ccccc21 (stereo not given),-18,-3,1,2,1,1.2,-2,-3,-4
# Further compounds
SMILES,hIAP block,mIAP block,mIAP activ,beta cell repl,SENP1 inh,hIAP activ,NALP3 yeast inh,APOBEC3A inh,A3G deaminase
COc1ccc(CC(=O)NCC2CCCN(Cc3ccccc3Cl)C2)cc1 (stereo not given),8,-1,1,-1,-1,0.92,8,1,-5
CC(=O)c1c(C)[nH]c(C(=O)Nc2ccc(Cl)c(S(=O)(=O)N3CCOCC3)c2)c1C,1,-3,1,0,3,0.99,-10,0,-5
O=C(COC(=O)Cc1ccc(F)cc1)Nc1ccc(Cl)cn1,-4,-11,1.1,-2,5,1,18,-6,-8
O=C(N/N=C/c1ccccc1F)c1cc2c(ccc3ccccc32)o1,4,2,0.98,-1,-2,0.96,-11,24,-3
O=C(NCc1cccnc1)Nc1cccc([N+](=O)[O-])c1,10,4,0.96,1,1,0.91,12,0,-5
CN(CC(=O)Nc1cccc(F)c1)C(=O)CCCc1c[nH]c2ccccc12,-9,-13,1.1,-2,-5,1.1,18,-2,-5
O=C(CO/N=C/c1ccccc1)N1c2ccccc2Oc2ccccc21,0,0,1,-2,3,1,22,-2,-2
CCN(Cc1nc2cc(Cl)ccc2c(=O)[nH]1)C(=O)c1cccc(NC(=O)c2cccs2)c1,11,3,0.97,2,-14,0.89,17,-5,-9
O=C(N[C@@H](Cc1ccccc1)C(=O)N[C@@H](Cc1ccccc1)C(=O)O)OCc1ccccc1,-14,-3,1,1,1,1.1,12,-5,-9
Cn1c(CO)cnc1SCC(=O)c1ccc(Br)cc1,-21,-11,1.1,-2,1,1.2,-2,1,0
Cc1oc2c(CN3CCCC3)c(O)ccc2c(=O)c1-c1ccc(Br)cc1,9,11,0.89,-2,1,0.91,11,-5,-7
C=CCC1(CC=C)CCCN1Cc1nc(COc2ccccc2)no1,9,7,0.93,-3,-69,0.91,-9,-2,-4
Cc1ccc(-n2c(=S)sc3c(=O)n(-c4ccc(F)cc4)c(SCC(=O)O)nc32)cc1C,2,-1,1,0,-1,0.98,15,-3,-9
CCOC(=O)/C(C#N)=C/c1ccc(-c2ccsc2C(=O)OC)o1,-2,6,0.94,1,-25,1,8,0,-6
CCC1CCCCN1CCCNC(=O)c1c(O)nc2c(C)cccn2c1=O (stereo not given),-42,3,0.97,-2,1,1.4,22,-3,-8
CN(Cc1nc(Cc2cccc(F)c2)no1)CC1CCOCC1,-7,-9,1.1,-2,1,1.1,4,-6,0
CN(Cc1ccon1)Cc1cn[nH]c1-c1ccc(-c2ccccc2)cc1,-58,-3,1,-1,0,1.6,10,3,2
CCOC(=O)c1cc2c(=O)n3ccccc3nc2n(Cc2ccccc2)c1=N,2,2,0.98,0,-16,0.98,27,4,-2
Cc1csc2ncc(C(=O)N3CCc4ccccc43)c(=O)n12,2,2,0.98,-3,1,0.98,-9,-5,-6
CCOC(=O)C1CCN(c2c(NCCC(C)C)c(=O)c2=O)CC1,-2,0,1,-1,1,1,10,-4,-7
O=C(CSc1nnc(-c2csc3c2CCCC3)o1)Nc1ccccc1,-12,8,0.92,-6,1,1.1,20,1,-5
CCn1c2ccccc2c2cc(NC(=O)Cc3ccc(S(=O)(=O)N4CCOCC4)s3)ccc21,-20,8,0.92,-2,5,1.2,-1,14,2
CC1CCCCC1NC(=O)c1nnc(Cc2ccc(Cl)cc2)o1 (stereo not given),16,5,0.95,-3,1,0.84,40,0,5
COc1cc(OC)cc(C(=O)Nc2nc(CC(=O)NCc3ccccc3OC)cs2)c1,-5,-4,1,2,-1,1,17,0,-6
CCOC(=O)CSc1ccc(S(=O)(=O)N2CCC(C)CC2)cc1[N+](=O)[O-],11,-5,1,0,3,0.89,11,0,-5
# Next part
SMILES,hIAP block,mIAP block,mIAP activ,beta cell repl,SENP1 inh,hIAP activ,NALP3 yeast inh,APOBEC3A inh,A3G deaminase
Cc1ccccc1OCC(O)CN1C(=O)c2ccccc2C1=O (stereo not given),-14,10,0.9,-4,-1,1.1,18,-1,-8
CN1CCN(C(=O)c2ccc(CS(=O)Cc3ccc(Cl)cc3)o2)CC1 (stereo not given),3,-1,1,3,2,0.97,-3,-5,-7
COc1cccc(C2C(C(=O)c3ccc(C)o3)=C(O)C(=O)N2c2cc(C)on2)c1 (stereo not given),-14,8,0.92,-2,-11,1.1,-10,-9,-4
O=C(NCCCN1CCCC1)c1ccc2c(c1)N(Cc1ccccc1F)C(=O)c1ccccc1S2=O (stereo not given),16,0,1,-4,-5,0.84,9,-1,-3
COc1c(OC(C)=O)ccc(/C=C/c2ccc3cccc(OCc4ccccc4)c3n2)c1[N+](=O)[O-],5,-3,1,-6,-4,0.95,5,-3,-9
COC(=O)/C=C1/SC(=Nc2ccc(Cl)c(Cl)c2)NC1=O,-15,4,0.96,-3,1,1.2,29,2,9
O=C(C[n+]1cc(-c2ccc(Cl)c(Cl)c2)n2c1CCC2)c1cccs1,0,15,0.85,0,-1,1,13,-1,-4
C=C1CN(CC(=O)OC)S(=O)(=O)c2ccccc21,-24,-11,1.1,2,-1,1.2,16,-2,-11
O=[N+]([O-])c1ccc(-c2nnc(-c3ccccc3)c(N3CCOCC3)n2)cc1,4,3,0.97,-3,-1,0.96,-3,-2,1
COCCn1c(-c2ccccc2)nc2ccccc21,7,-4,1,0,1,0.93,6,-3,-4
O=C(O)c1cc2n(n1)C(C(F)(F)F)CC(c1ccccc1)N2 (stereo not given),-10,6,0.94,-5,8,1.1,19,7,3
CCOC(=O)c1nc2sc3c(c2c(=O)[nH]1)CCC(C)C3 (stereo not given),-20,3,0.97,3,-32,1.2,17,7,10
COc1cc(/C=N/N=C/c2c[nH]c(=O)c(C#N)c2Nc2ccccc2)ccc1O,-5,-5,1.1,-3,.,1,-28,2,-3
CCN(CC)c1ccc2c(cc1=O)[C@@H](NC)CCc1cc(OC)c(OC)c(OC)c1-2,1,2,0.98,-3,-1,0.99,2,0,-5
CCOC(=O)[C@@H]1[C@H]2COc3ccc(Br)cc3[C@@H]2N2C(=O)N(c3ccc(C(F)(F)F)cc3)C(=O)[C@@]12C,9,-2,1,-6,-2,0.91,8,1,10
Cc1[nH][nH]c(=O)c1C(c1ccc(-c2ccc(Cl)c(Cl)c2)o1)c1c(C)[nH][nH]c1=O,-9,11,0.89,-5,0,1.1,11,-1,7
O=C(NN1CCOCC1)c1ccc([N+](=O)[O-])cc1,10,2,0.97,-6,-1,0.91,10,-1,6

# Source: PubChem BioAssay (Sanford-Burnham Center for Chemical Genomics)
